Compound activity (PubChem BioAssay)
CCHF vOTU inh = blocks the CCHF virus ovarian tumor domain protease. CCHFV vOTU protease, Pep-AMC fluorescence. 370,000 compounds, 0.55% hits. inhibition, % at 11.5 µM; note: 0% = vehicle wells with enzyme and 100% = no enzyme wells
Rv3671c protease = Rv3671c (M. tuberculosis) protease inhibition; 320,000 compounds, 0.048% hits; inhibition, % at 5.96 µM; P9WHR9; in the data active = inhibition above about 38%;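 note: extracellular domain of Rv3671c used as enzyme; 0% = enzyme with DMSO and 100% = no enzyme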
FadD28 binding = inhibitors of Mycobacterium tuberculosis FadD28 bisubstrate binding; inhibition, % at 12.5 µM; AID 588549; FadD28 bisubstrate probe binding, fluorescence polarization; 360,000 compounds, 0.22% hits; in the data active = inhibition above about 8.5%, passing the limit was not always enough; inconclusive = no clear call, values can overlap the other calls
Mtb FBA inh = inhibitors of M. tuberculosis fructose-bisphosphate aldolase. purified M. tuberculosis FBA, fluorescence read-out. 360,000 compounds, 2.3% hits. inhibition, % at 1 µM. P9WQA3; in the data active = inhibition above about 27%;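 note: 0% = vehicle and 100% = reference inhibitor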
Target sequence (P9WQA3 whole entry, looked up): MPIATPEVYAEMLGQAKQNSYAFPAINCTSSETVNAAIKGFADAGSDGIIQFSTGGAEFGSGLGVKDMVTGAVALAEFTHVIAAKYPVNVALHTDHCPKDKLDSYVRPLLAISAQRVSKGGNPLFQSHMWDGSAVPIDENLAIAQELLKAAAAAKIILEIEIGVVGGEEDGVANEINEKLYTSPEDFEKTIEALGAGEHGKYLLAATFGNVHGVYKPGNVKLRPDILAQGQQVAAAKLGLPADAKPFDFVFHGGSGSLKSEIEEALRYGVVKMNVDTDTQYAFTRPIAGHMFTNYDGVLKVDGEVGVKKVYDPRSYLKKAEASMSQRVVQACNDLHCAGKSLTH
BoNT-F LC inh = BoNT F light chain protease inhibition; 360,000 compounds, 0.22% hits; Multiplex microsphere protease cleavage assay, flow cytometry; inhibition, % at 10 µM; in the data active = inhibition above about 35%, passing the limit was not always enough; inconclusive = no clear call, values can overlap the other calls; note: plate controls were buffer without enzyme for full effect and enzyme alone for no effect
DUSP3 inh = DUSP3 (human) phosphatase inhibition | recombinant VHR phosphatase, pNPP absorbance | 290,000 compounds, 0.52% hits | inhibition, % at 13.3 µM; in the data active = inhibition above about 50%; note: some compounds called inactive have numbers as strong as hits
Target sequence (P51452 whole entry, looked up): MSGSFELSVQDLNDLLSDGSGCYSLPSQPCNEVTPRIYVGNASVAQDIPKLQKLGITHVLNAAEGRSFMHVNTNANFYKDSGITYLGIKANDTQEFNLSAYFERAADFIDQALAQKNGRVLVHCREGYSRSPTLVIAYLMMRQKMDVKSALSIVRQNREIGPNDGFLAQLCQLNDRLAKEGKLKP
MazEF act = activators of E. coli MazEF toxin-antitoxin RNase. P0AE70. FAM/BHQ RNA-DNA oligo cleavage fluorescence, 5 h. activation, % at 20 µM. 350,000 compounds, 0.32% hits; in the data active = activation above about 50%
Target sequence (P0AE70 whole entry, looked up): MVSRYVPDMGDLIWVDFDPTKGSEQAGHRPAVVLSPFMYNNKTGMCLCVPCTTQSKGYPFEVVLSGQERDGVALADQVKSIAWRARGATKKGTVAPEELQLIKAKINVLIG
BioA inh = BioA (M. tuberculosis) enzyme inhibition. inhibition, % at 9.99 µM. purified M. tuberculosis BioA enzyme, plate reader. 360,000 compounds, 0.096% hits; in the data active = inhibition above about 40%; inconclusive = no clear call, values can overlap the other calls
UGM FP inh = inhibitors of M. tuberculosis UDP-galactopyranose mutase; purified UGM, fluorescence polarization probe displacement; P9WIQ1; inhibition, % at 10 µM; 320,000 compounds, 0.06% hits; in the data active = inhibition above about 10%, passing the limit was not always enough; inconclusive = no clear call, values can overlap the other calls
Target sequence (P9WIQ1 whole entry, looked up): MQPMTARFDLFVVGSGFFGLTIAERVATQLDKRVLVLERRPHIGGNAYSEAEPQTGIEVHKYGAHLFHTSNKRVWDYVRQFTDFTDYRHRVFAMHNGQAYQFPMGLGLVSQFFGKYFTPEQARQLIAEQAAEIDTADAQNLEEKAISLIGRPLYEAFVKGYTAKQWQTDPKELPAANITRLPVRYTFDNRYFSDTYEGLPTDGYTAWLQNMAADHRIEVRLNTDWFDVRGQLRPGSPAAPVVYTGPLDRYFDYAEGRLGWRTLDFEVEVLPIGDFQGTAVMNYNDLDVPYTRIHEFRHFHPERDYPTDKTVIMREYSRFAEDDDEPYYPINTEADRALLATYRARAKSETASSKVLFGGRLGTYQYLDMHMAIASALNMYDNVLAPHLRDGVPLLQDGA
GDH-TPI inh = counter-screen for M. tuberculosis FBA inhibitors: GDH-TPI coupled enzymes. GDH-TPI coupled enzyme counterscreen, NADH absorbance. inhibition, % at 4.8 µM. 360,000 compounds, 1.2% hits;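 note: 0% = DMSO wells and 100% = wells lacking the enzyme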
Numbers without * were called inactive; u = inconclusive; x = not tested or not shown. Cut-off read from the data, not from the text of the source, unless noted: active = inhibition above about 30%; inactive = the rest.

SMILES	CCHF vOTU inh	Rv3671c protease	FadD28 binding	Mtb FBA inh	BoNT-F LC inh	DUSP3 inh	MazEF act	BioA inh	UGM FP inh	GDH-TPI inh
COc1cc(C)ccc1OCc1cc(C(=O)N(Cc2c(C)nn(C)c2C)C2CC2)no1	9	-4	-3.0	-3	-1	-4	-5	-0.2	-1.3	-1
COc1cccc(/C=N/NC(=O)c2cccc3ccccc23)c1	8	x	-0.6	2	2	10	-5	-1.4	-4.1	12
CCN(CC)S(=O)(=O)c1cccc2cccnc12	-1	12	-5.7	-1	1	6	4	x	-0.9	0
CCOc1ccccc1CNC(=O)Cn1nc(C)c2c(C)n(-c3ccc(C)cc3)nc2c1=O	x	-7	1.4	1	-1	2	-41	-2.2	-0.7	1
O=C(COC(=O)COc1ccc2ccccc2c1)Nc1cc(C(F)(F)F)ccc1N1CCOCC1	11	-9	1.3	-4	0	-11	0	x	-1.0	6
Cc1cc(C)c2c(=O)[nH]c(SCC(=O)NCc3ccccc3)nc2n1	2	-3	-1.1	7	0	12	-1	-3.8	-0.4	9
COc1cccc2[nH]c3c(=O)n(CCN(C)C)cnc3c12	-64	2	-0.1	117*	0	10	0	-0.5	0.5	22
O=C(Cn1c(CN2CCCCC2)nc2ccccc2c1=O)NC1CCCCC1	-6	0	0.3	4	-10	29	7	-3.5	-0.2	-3
Cc1ccc(S(=O)(=O)N2CC(=O)N3CCN(CCN)C3C2)cc1 (centres undefined)	-5	7	-1.2	-1	-6	x	-10	-0.5	-2.4	5
COc1ccc(N2CCN(C(=O)Cc3ccc(-n4c(=O)[nH]c5ccccc5c4=O)cc3)CC2)cc1	-4	-1	-4.1	5	10	9	3	-1.4	-0.9	3
CCOc1ccccc1C(=O)Nc1ccc(NC(=O)c2ccccc2)cc1	5	-4	1.7	4	22	19	-2	9.7	1.2	7
CCOC(=O)N1CCC(NC(=O)CSCc2cnn(-c3ccccc3)c2-n2cccc2)CC1	0	1	-3.1	1	2	28	5	4.0	0.5	10
Cc1cc(C)nc(Nc2n[nH]c(-c3ccccc3Br)n2)n1	3	8	-1.9	1	10	5	-3	-0.9	-5.1	2
O=C1/C(=C/c2cccnc2)CC/C1=C\c1cccnc1	4	-5	-2.7	-4	-2	4	-2	8.9	-2.0	54*
CCNC(=O)CC1C(=O)N(c2ccc(C)cc2)C(=O)N1CCc1ccc(OC)c(OC)c1 (centres undefined)	2	-5	-2.5	0	8	-4	3	4.7	-0.5	0
O=S(=O)(c1ccccc1)N(CC(F)(F)F)c1ccc(C(O)(C(F)(F)F)C(F)(F)F)cc1	34*	x	-6.6	-3	0	x	x	4.6	x	-4
c1ccc(CNC2=NCCCCC2)cc1	-8	-5	0.3	2	-5	40	-8	0.8	2.7	4
O=C(NC1CCCCCC1)C(=S)N1CCOCC1	-10	1	0.1	-1	-2	13	7	x	-0.3	2
FC(F)(F)C(F)(F)C(F)(F)c1nnc2ccc(N3CCOCC3)nn12	9	-2	-4.3	-1	-6	10	5	1.2	-0.4	-3
COc1ccc(C(=O)NNC2=Nc3cccc4cccc2c34)cc1	7	-5	-2.5	-2	-2	7	50*	x	0.5	19
COC(=O)CNC(c1ccccc1)c1cc(Br)ccc1NC(=O)OCc1ccccc1 (centres undefined)	7	-12	-2.5	0	-21	10	4	-1.7	0.3	1
CCOC(=O)C1=C(CN2CCN(C(=O)c3ccco3)CC2)NC(=O)NC1c1ccc(OC)cc1 (centres undefined)	-3	-10	0.3	0	12	13	-2	2.1	-2.9	0
O=C(c1cccc(S(=O)(=O)N2CCc3ccccc32)c1)N1CCN(c2ccccn2)CC1	-6	-10	-0.4	-3	0	26	-9	x	0.5	-2
O=C(Cn1ccc([N+](=O)[O-])n1)Nc1ccccn1	4	-3	-1.7	6	-4	22	-3	x	1.0	-5
CCn1cc(C(=O)NC2CCCCCC2)c(=O)c2ccc(C)nc21	-10	3	-0.5	-2	x	26	-26	-1.0	0.4	9

The list continues.
SMILES	CCHF vOTU inh	Rv3671c protease	FadD28 binding	Mtb FBA inh	BoNT-F LC inh	DUSP3 inh	MazEF act	BioA inh	UGM FP inh	GDH-TPI inh
CC1(c2cccc3ccccc23)NC(=O)N(CC(=O)NC2CCS(=O)(=O)C2)C1=O (centres undefined)	-1	-1	-0.3	1	-7	18	2	x	-0.8	8
CSCC[C@H](NC(=O)[C@H]1CC[C@H](CNC(=O)[C@@H]2CCCN2)CC1)C(=O)O	-6	-4	-2.0	4	3	14	11	2.9	-0.7	1
CSc1cccc(NC(=S)N(CCC(C)C)C2CCN(C(C)=O)CC2)c1	16	-1	-0.5	-1	6	21	-13	x	0.3	5
S=c1[nH]nc(-c2cc(-c3ccsc3)n[nH]2)n1-c1cccc2ccccc12	1	-15	-1.3	-2	-2	1	3	-1.7	0.9	6
Cc1ccc(NC(=S)Nc2ccc(Br)cc2)cc1	9	-12	0.9	7	-5	27	0	-0.3	4.0	8
CC1=CC(C)(C)N2C(=O)C3(C(C#N)=C(N)OC4=C3C(=O)CC(C)(C)C4)c3cc(C)cc1c32 (centres undefined)	-5	1	-0.3	-1	-16	16	-4	-1.5	-1.4	5
O=C(NCc1ccccc1)c1ccc(C(=O)N(C2CCCCC2)C2CCCCC2)cc1	-2	2	-1.0	-1	2	0	-17	1.3	1.9	1
CC(C)COC(=O)N1CCCC1C(=O)Nc1nccs1 (centres undefined)	5	-3	-1.7	0	-4	-16	-5	-1.5	0.2	2
COc1ccc(C(=O)COC(=O)CN2C(=O)C3C4CCC(C4)C3C2=O)cc1 (centres undefined)	6	11	x	2	-1	8	5	0.0	1.0	4
CC(Sc1nc2ccccc2c(=O)n1C)C(=O)NC1CCCCC1C (centres undefined)	x	11	-2.4	3	-6	x	-16	-0.8	-0.5	6
COc1ccccc1/C=C/c1nc(S(=O)(=O)c2ccccc2)c(N2CCC(C(N)=O)CC2)o1	13	1	-1.2	11	0	-12	-3	0.5	0.5	11
COCOCCn1cc(CN2CCS(=O)(=O)N(Cc3ccc(-c4ccc(Cl)cc4)cc3)C(C)C2=O)nn1 (centres undefined)	-3	x	-5.0	2	3	x	0	1.0	x	9
O=C(CSc1nnc(-c2ccccc2)n1-c1ccccc1)NCc1ccco1	-1	4	-1.1	2	27	16	0	x	2.7	-7
CCOC(=O)C1=C(N)Oc2cc(O)ccc2C1c1ccc(Br)cc1 (centres undefined)	-7	-12	-3.6	0	7	-3	6	0.4	0.8	0
Cc1c(NC(=O)/C(C#N)=C/c2ccc(-c3cccc(Cl)c3)o2)c(=O)n(-c2ccccc2)n1C	-3	5	-2.1	-4	-6	12	7	x	0.7	14
O=C1CN(C(=O)COC(=O)CCC(=O)c2ccc(Cl)cc2)c2ccccc2N1	2	-7	-3.2	-1	1	x	-7	0.1	-1.5	0
CC(NC(=O)c1ccccc1NS(=O)(=O)c1ccc(CCC(=O)O)cc1)c1ccccc1 (centres undefined)	13	-1	0.1	7	9	-9	7	0.5	5.4	-2
CCOC(=O)C1CCN(C(=O)COC(=O)CCOc2ccc(C)cc2)CC1	6	8	-0.6	0	-3	26	1	-2.7	-1.4	5
CC(C)Cn1c(N)c(C(=O)COC(=O)CCNS(=O)(=O)c2ccccc2)c(=O)n(C)c1=O	10	2	-0.2	0	-6	x	10	-1.4	0.1	2
O=C(c1n[nH]c(=O)c2ccccc12)N1CCN(c2ccc(F)cc2)CC1	6	1	-0.8	-2	-14	29	5	0.8	5.2	0
N=c1ncn(CC(O)CO)c2nc(N3CCOCC3)[nH]c12 (centres undefined)	9	-1	-0.3	1	-45	7	-2	-2.0	-1.3	18
OCCn1c(-c2ccc3c(c2)OCO3)csc1=Nc1ccccc1	-6	1	-2.3	-1	6	13	3	-1.0	-0.2	-2
Brc1ccc2nc(CSc3ncn[nH]3)cn2c1	-16	-3	0.1	4	8	23	4	x	-0.8	4
COc1ccc(C2=Nn3c(nnc3C3CCCCC3)SC2)cc1OC	7	6	-0.8	1	-6	16	4	-2.6	1.5	17
COc1ccccc1OCC(=O)NCCSCc1ccccc1Cl	-15	-7	-4.1	-5	-1	-4	5	x	-0.1	-6

Continuation:
SMILES	CCHF vOTU inh	Rv3671c protease	FadD28 binding	Mtb FBA inh	BoNT-F LC inh	DUSP3 inh	MazEF act	BioA inh	UGM FP inh	GDH-TPI inh
O=C(Cn1c(=O)oc2ccccc21)Nc1n[nH]c(=S)s1	1	-11	-0.9	1	0	9	2	x	3.0	12
Cc1cccc(C(=O)NCCC(=O)Nc2ccc(F)c([N+](=O)[O-])c2)c1	2	3	-2.0	0	-13	-20	0	-0.7	2.9	18
O=C(Cc1ccccc1F)Nc1ccccc1N1CCCC1	21	x	-4.0	1	-7	5	3	0.0	-0.2	4
COc1ccc(NC(=O)c2ccc3c(c2)NC(=O)CS3)cc1S(=O)(=O)Nc1ccc(Br)cc1	-2	-361	-11	-2	0	29	1	-2.2	1.7	-3
COc1ccc(NC(=S)N(CCN2CCOCC2)C2CCN(C(C)=O)CC2)cc1Cl	-3	-11	-2.2	4	-11	13	3	1.1	2.5	5
O=C(c1cccc(F)c1)N1CCN(Cc2ccc3c(c2)OCO3)CC1	1	5	-1.8	-6	u	14	4	1.5	2.0	-15
O=C(Nc1ccc(-c2csc(Nc3cccc(C(F)(F)F)c3)n2)cc1)c1ccccc1	4	-10	-1.0	2	4	11	5	-8.5	-0.1	26
Cc1c(C=C2C(=O)N(C)C(=S)N(C)C2=O)c2ccccc2n1CC(=O)NCC1CCCO1 (centres undefined)	1	x	0.0	3	9	-20	-7	-19	-1.6	19
COc1ccc(C(CNC(=O)C(C)(C)Oc2ccc(Cl)cc2)N2CCCCC2)cc1 (centres undefined)	4	-6	1.2	1	-6	14	-1	-2.0	0.2	-5
O=C(COC(=O)/C=C/c1ccco1)NC1CCCCC1	2	0	-1.3	0	-4	x	0	1.6	-2.1	12
Nc1cc(C(=O)O)ccc1N1CCCCCC1	-4	7	-1.7	2	-8	7	-1	-2.1	-0.4	-2
COC(=O)Nc1ccc(S(=O)(=O)N2CCCC(C(=O)N3CC(C)OC(C)C3)C2)cc1 (centres undefined)	3	9	-3.0	2	0	3	-6	1.3	-4.1	1
CC(=O)Nc1cc[n+](CC(=O)c2ccc(Cl)cc2)cc1	1	5	-4.0	2	x	-13	-2	0.0	-2.2	-3
N#Cc1c(NC(=O)COC(=O)C2CC3C=CC2C3)oc(-c2ccccc2)c1-c1ccccc1 (centres undefined)	17	-38	-1.9	9	1	6	3	-2.9	0.2	13
CCSc1cnn(-c2ccccc2)c(=O)c1SCC	-8	0	-0.2	0	-1	29	4	-0.4	-3.4	1
Cc1ccc(NC(=O)CN(C)C(=O)c2ccc(-n3cncn3)c([N+](=O)[O-])c2)cc1	15	7	0.0	0	u	x	4	x	1.3	14
CCn1c(SCc2nc3ccccc3[nH]2)nnc1-c1ccccc1OC	-3	-2	-1.1	2	4	0	4	0.4	2.0	5

Compound profiles (already shown). Screens in order: CCHF vOTU inh | Rv3671c protease | FadD28 binding | Mtb FBA inh | BoNT-F LC inh | DUSP3 inh | MazEF act | BioA inh | UGM FP inh | GDH-TPI inh
O=C(Cc1ccccc1F)Nc1ccccc1N1CCCC1 across the screens: 21 | x | -4.0 | 1 | -7 | 5 | 3 | 0.0 | -0.2 | 4
CCn1c(SCc2nc3ccccc3[nH]2)nnc1-c1ccccc1OC across the screens: -3 | -2 | -1.1 | 2 | 4 | 0 | 4 | 0.4 | 2.0 | 5
O=C(c1cccc(F)c1)N1CCN(Cc2ccc3c(c2)OCO3)CC1 across the screens: 1 | 5 | -1.8 | -6 | u | 14 | 4 | 1.5 | 2.0 | -15
Cc1c(C=C2C(=O)N(C)C(=S)N(C)C2=O)c2ccccc2n1CC(=O)NCC1CCCO1 (centres undefined) across the screens: 1 | x | 0.0 | 3 | 9 | -20 | -7 | -19 | -1.6 | 19
O=C(Cn1c(=O)oc2ccccc21)Nc1n[nH]c(=S)s1 across the screens: 1 | -11 | -0.9 | 1 | 0 | 9 | 2 | x | 3.0 | 12
